HRas wt GTP bind = modulators of GTP binding to human HRas wildtype; P01112; GST-Ras wt beads, Bodipy-FL-GTP binding, flow cytometry; actives lie on both sides; GTP binding activity, % at 10 µM; actives 0.14% (n = 190,000);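 active = GTP binding activity at least 20% away from the 100% baseline, either lowered as inhibitor or raised as activator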;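 note: 0% = unlabeled GTP competition control and 100% = no-compound control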
Rab7 wt modul = alters GTP binding to wildtype dog Rab7 | GST-Rab7 beads, fluorescent GTP binding, flow cytometry; actives lie on both sides; untreated = 100%, excess cold GTP = 0% | GTP binding activity (percent of control), % at 10 µM | AID 758 | actives 0.055% (n = 190,000);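 active = fluorescent GTP binding to Rab7 beads changed by at least 20 points from the 100% baseline, either direction, mostly lower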;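 note: median green fluorescence of bound Bodipy-FL-GTP per Rab7 bead population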
Bfl-1 Bim block = inhibitors of Bim-Bfl-1 interaction, human. Q16548. Bead-based flow cytometry, Bim-Bfl-1 binding inhibition. inhibition, % at 10 µM. actives 0.12% (n = 190,000). AID 1008;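 note: 0% = wells without compound plus tracer and 100% = blocker peptide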
Rac1 act GTP bind = human Rac1 activated mutant GTP binding change. P63000. GST-Rac1 activated beads, fluorescent GTP binding, flow cytometry; actives lie on both sides; 100% means binding = to untreated wells. percent activity (GTP binding), % at 10 µM. actives 0.11% (n = 190,000). AID 764;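 active = GTP binding at least 20 percentage points away from the 100% baseline, in either direction, so actives lie on both sides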
Bcl-2 Bim block = disrupts Bim peptide binding to human Bcl-2. Bead-based flow cytometry, Bim peptide-Bcl-2 binding. inhibition, % at 10 µM. actives 0.06% (n = 190,000). AID 950; in the data active = inhibition above about 40%;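 note: 0% = no compound wells with probe peptide and 100% = reference peptide inhibitor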
Target sequence (P10415 whole entry, looked up): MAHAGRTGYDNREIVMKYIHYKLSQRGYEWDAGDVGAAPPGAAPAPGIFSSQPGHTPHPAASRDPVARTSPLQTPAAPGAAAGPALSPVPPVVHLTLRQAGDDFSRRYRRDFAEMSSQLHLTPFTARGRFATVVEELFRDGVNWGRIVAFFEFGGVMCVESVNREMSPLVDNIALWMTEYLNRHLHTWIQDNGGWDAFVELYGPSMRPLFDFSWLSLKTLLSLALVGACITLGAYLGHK
Bcl-XL Bim block = human Bim-Bcl-XL interaction inhibition | Bim peptide-Bcl-XL binding, bead flow cytometry, fluorescence | inhibition, % at 10 µM | actives 0.04% (n = 190,000) | AID 1007
Target sequence (Q07817 whole entry, looked up): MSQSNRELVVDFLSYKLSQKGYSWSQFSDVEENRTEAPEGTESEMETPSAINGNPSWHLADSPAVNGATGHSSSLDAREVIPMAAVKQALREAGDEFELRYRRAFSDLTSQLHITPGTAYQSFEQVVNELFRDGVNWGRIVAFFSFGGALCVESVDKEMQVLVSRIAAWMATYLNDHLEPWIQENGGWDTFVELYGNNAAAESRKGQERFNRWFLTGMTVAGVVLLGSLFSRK
Bim-Bcl-W = inhibitors of Bim-Bcl-W interaction, human; actives 0.02% (n = 190,000); inhibition, % at 10 µM; bead-based flow cytometry, Bim peptide-Bcl-W binding; Q92843;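 note: 0% = bound tracer without compound and 100% = peptide blocker; higher means less fluorescent Bim peptide bound to Bcl-W beads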
Rab2A wt mod = changes GTP binding to wildtype dog Rab2A, up or down; actives 0.19% (n = 190,000); P61105; GST-Rab2 wt beads, Bodipy-GTP binding, flow cytometry; GTP binding activity, % at 10 µM; AID 760;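 active = GTP binding activity at least 20 points away from 100%, either lowered or raised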;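 note: 0% = beads with excess unlabeled GTP and 100% = no-compound control corrected for plate trend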
Bcl-B Bim block = human Bim-Bcl-B interaction inhibition. Q9HD36. bead-based flow cytometry, Bim peptide-Bcl-B binding. inhibition, % at 10 µM. actives 0.073% (n = 190,000);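 note: 0% = tracer peptide without compound and 100% = reference inhibitor peptide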
Target sequence (Q9HD36 whole entry, looked up): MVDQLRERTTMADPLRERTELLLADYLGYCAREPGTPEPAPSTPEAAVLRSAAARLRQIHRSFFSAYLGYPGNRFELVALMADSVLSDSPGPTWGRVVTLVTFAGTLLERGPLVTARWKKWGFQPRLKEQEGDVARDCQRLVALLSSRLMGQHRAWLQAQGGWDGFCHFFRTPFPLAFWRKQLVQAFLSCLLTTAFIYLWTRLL
Cdc42 wt = changes GTP binding to wildtype human Cdc42. actives 0.2% (n = 190,000). GST-Cdc42 beads, Bodipy-GTP binding, flow cytometry; actives lie on both sides. P60953. percent activity (GTP binding), % at 10 µM. AID 761;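 active = percent activity GTP binding at least 20 points away from the 100% baseline, either down as inhibitor or up as activator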;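 note: median bead fluorescence of bound Bodipy-FL-GTP at 100 nM; 0% = excess unlabeled GTP control and 100% = no compound control; below 100% means less GTP binding so inhibitor and above means activator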
Target sequence (P60953 whole entry, looked up): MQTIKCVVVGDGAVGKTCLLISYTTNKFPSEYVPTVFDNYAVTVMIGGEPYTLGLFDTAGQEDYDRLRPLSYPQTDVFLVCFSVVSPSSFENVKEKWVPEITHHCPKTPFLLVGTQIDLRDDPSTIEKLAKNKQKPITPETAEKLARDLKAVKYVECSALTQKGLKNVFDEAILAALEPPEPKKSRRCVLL
Rac1 wt GTP bind = alters GTP binding to wildtype human Rac1. P63000. GST-Rac1 beads, fluorescent GTP binding, flow cytometry; actives lie on both sides; 0 = cold GTP competed, 100 = untreated. actives 0.27% (n = 190,000). GTP binding activity (% of control), % at 10 µM. AID 757;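 active = GTP binding activity at least 20 points away from the 100% control level, either lower or higher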
* hit, by the source's call. Cut-off read from the data, not from the text of the source, unless noted: active = inhibition above about 40%. Not a hit list; any-hit rate near 0.62%.

HRas wt GTP bind	Rab7 wt modul	Bfl-1 Bim block	Rac1 act GTP bind	Bcl-2 Bim block	Bcl-XL Bim block	canonical_smiles	Bim-Bcl-W	Rab2A wt mod	Bcl-B Bim block	Cdc42 wt	Rac1 wt GTP bind
99	96	0	100	0	-4	Cc1cc(C)cc(OCC(=O)NN2C(=O)c3ccccc3C2=O)c1	-2	96	-1	99	104
101	103	-10	101	-8	-4	O=C(Nc1ccccc1)c1ccc(NCc2ccco2)c(S(=O)(=O)N2CCOCC2)c1	0	103	-9	105	103
102	101	-11	102	-6	-3	C=C(C)c1cccc(C(C)(C)NC(=O)NCC2COCCO2)c1 (stereo not given)	1	104	-7	107	107
98	100	0	98	0	-3	CC1CCCN(S(=O)(=O)c2ccc(S(=O)(=O)N3CCC4(CC3)OCCO4)cc2)C1 (stereo not given)	-1	95	-4	96	99
104	102	0	101	-3	-5	COc1ccc(NCc2ccccc2[N+](=O)[O-])cc1OC	-2	99	-11	105	107
101	96	-4	101	-2	0	COc1ccc(Cn2nnnc2C(CC(C)C)N2CCC(C(N)=O)CC2)cc1 (stereo not given)	0	99	-4	101	102
99	97	0	99	0	0	CNS(=O)(=O)c1ccc(NC(=O)c2cnn3c(C(F)F)cc(-c4ccccc4)nc23)cc1	-1	97	3	98	102
106	102	0	101	3	-6	O=C1c2ccccc2NC(c2ccc3c(c2)OCO3)N1O (stereo not given)	-8	104	1	105	105
100	103	-3	96	0	-2	CC1CCN(c2ccc(NC(=O)c3cccnc3Cl)cc2)CC1	-3	98	-2	98	102
101	103	-11	98	-12	-1	COCCn1c(SCC(=O)Nc2ncc(Cl)c(C)c2Cl)nc2ccccc21	2	102	-6	101	105
100	100	0	99	-3	-1	COc1ccc(COc2cc(-c3cccc(OC)c3)nc3ccc(NC(=O)c4ccccc4)cc23)cc1	0	99	0	105	107
95	98	-7	97	-1	-1	Cc1ccc(NC(=O)C2CCCN(C(=O)c3ccc(Cl)cc3)C2)cc1 (stereo not given)	0	95	-2	97	97
103	101	0	104	-4	-2	N#Cc1cc(N)ccc1Sc1ccc(Cl)cc1	-2	103	-1	107	104
100	97	9	99	5	1	COc1ccc(-c2nn(-c3ccccc3)cc2/C=N/NC(=O)c2cccc(S(=O)(=O)Nc3ccccc3OC)c2)cc1	-2	102	2	101	104
100	97	0	98	-4	-6	CC(=O)Nc1nc(-c2ccc(Cl)cc2)ns1	-2	97	-6	97	98
98	94	-16	97	-7	0	CCOC(=O)Cc1csc(SCc2nc3sc4c(c3c(=O)[nH]2)CCC4)n1	2	95	-2	98	96
92	100	-2	88	0	-1	COC(=O)c1c(N2C(=O)Nc3ccccc3N2O)sc(C)c1C	1	94	0	94	97
99	99	0	97	-3	-6	O=C(N/N=C/c1cccnc1)c1cc(-c2cccs2)nc2ccccc12	-4	99	-3	101	104
100	107	-5	99	-2	-2	O=C(O)c1ccc(CNC(=O)c2ccccc2NC(=O)c2cccc([N+](=O)[O-])c2)cc1	0	101	-1	103	102
98	97	-9	98	-4	-7	Cc1ccc(NC(=O)CSc2nsc(SCC(=O)Nc3ccc(C)cc3C)c2C#N)c(C)c1	-6	98	-7	99	102
99	107	-6	95	-2	0	CN(C)c1nc(N(C)C)nc(N2CC(CCl)OC2=N)n1 (stereo not given)	0	100	-4	103	101
98	96	-3	98	-1	1	CCOc1cc(CNn2cnnc2SCC(=O)NC(C)(C)C)ccc1OCC(=O)NC(C)(C)C	0	98	-1	98	101
96	93	13	98	8	5	COc1ccccc1/C=C/C=N/n1c(-c2ccc(C)cc2)n[nH]c1=S	5	99	6	98	103
100	100	-17	99	-9	-12	O=C(NCCCn1ccnc1)C(F)(F)C(F)(F)C(=O)NCCCn1ccnc1	-7	101	-11	104	106
102	98	7	100	-1	-6	CCOc1ccc(Cc2n[nH]c(=S)n2N)cc1	0	103	-33	103	107
100	101	-11	94	-2	-7	CCOC(=O)N1CCN(C(=O)c2ccc3nc(N4CCC(C)CC4)sc3c2)CC1	5	98	-5	98	102
101	98	0	98	-2	-2	COc1ccc(NC(=O)c2ccc(C(=O)c3cc(OC)ccc3OC)cc2)cc1	-1	99	1	100	97
96	95	-4	96	-3	0	C#CCOCCOCCOCCNc1nc(N2CCN(C(=O)C([C@@H](C)CC)n3cc(C(N)CO)nn3)CC2)nc(N2CCN(C(=O)[C@H](CCC(=O)O)n3cc(C(N)CC(C)C)nn3)CC2)n1 (stereo not given in full)	1	95	-5	96	97
101	100	-2	100	-5	-3	CCCCCNC(=O)c1ccc2c(=O)n(CC3CCCO3)c(=O)[nH]c2c1 (stereo not given)	-5	101	-2	102	103
98	99	-12	99	-12	-7	Cc1cc(C)nc(SCNC(=O)c2ccc(Cl)cc2)n1	-8	100	-37	99	103
97	97	-7	98	-6	-5	Cc1[nH][nH]c(=O)c1C(c1ccc(O)c([N+](=O)[O-])c1)c1c(C)[nH][nH]c1=O	-5	99	1	99	99
97	95	-4	99	0	-1	O=C(/C=C/c1cccs1)N1CCCCC1	0	98	-1	97	98
98	94	0	99	0	-1	S=C1NCCOCCNC(=S)NCCOCCOCCOCCN1	-1	92	-2	103	101
101	102	-3	100	-3	3	COc1ccc(N2CCN(C3CC(=O)N(c4ccc5c(c4)OCCO5)C3=O)CC2)cc1 (stereo not given)	2	102	-1	101	103
100	101	-13	100	-10	2	Cc1noc(NS(=O)(=O)c2ccc(NC(=O)CSc3nc4ccccc4[nH]3)cc2)c1C	2	99	-2	101	101
102	100	-14	100	-9	-5	Cc1noc(C)c1S(=O)(=O)N1CCN(C(c2ccccc2)c2ccc(Cl)cc2)CC1 (stereo not given)	0	101	-5	105	108
95	97	3	92	0	6	C=CCNC(=O)c1onc(CSc2ccccc2CC)c1C(=O)O	0	96	0	97	94
99	98	-12	99	-3	0	O=C(COC(=O)CSCC(=O)N1CCCCC1)NCc1ccc(F)cc1	2	98	-4	102	101
101	99	1	96	3	0	Cc1ccc(S(=O)(=O)N(CC(=O)N2CCN(c3ccc(F)cc3)CC2)C2CCCCC2)cc1	4	96	0	98	99
103	102	-23	101	-11	-9	Cn1ccnc1-c1nc2ccccc2[nH]c1=O	-4	101	-10	103	106
102	96	-3	99	-7	-6	CCC(=O)N(Cc1cc2ccc(C)cc2n2nnnc12)C1CCCCC1	-3	99	-3	105	103
109	107	-1	103	-5	-1	O=C(Cn1cc([N+](=O)[O-])cn1)N1CCc2ccccc21	-2	109	-2	111	111
102	98	-2	96	2	-4	O=C(CC(C(=O)O)C1CCCO1)Nc1cccc(C(F)(F)F)c1 (stereo not given)	-1	100	2	103	103
95	95	0	97	-3	2	COCCOC(=O)c1c(NC(=O)CN2CCOCC2)sc(C(N)=O)c1C	5	95	0	96	96
91	100	5	95	4	1	COc1ccc(-c2ccc(SCC(=O)c3ccc(F)cc3)nn2)cc1OC	0	91	1	94	91
98	98	-16	97	-11	-7	COc1ccc(S(=O)(=O)NC2CCCCC2)cc1C	0	100	-8	101	100
102	107	-3	100	-1	-1	CCN(Cc1ccccc1)C(=O)C(C)OC(=O)c1cc(S(=O)(=O)Nc2c(C)n(C)n(-c3ccccc3)c2=O)ccc1C (stereo not given)	-3	100	-4	99	104
102	101	3	99	1	-1	CCn1cnc2cc(NCc3cccc(OC)c3O)ccc21	2	103	-1	102	100
97	99	-3	97	-2	0	COC(=O)c1ccc(Oc2ccc3nnc(C)n3n2)cc1	-3	97	-1	98	97
100	101	-4	101	1	-6	Oc1ccc(/C=N/Nc2ncnc3c2ncn3Cc2ccccc2)cc1O	-3	101	-8	103	103
97	97	5	91	-2	0	CCCCCC(=O)Nc1ccc(S(=O)(=O)Nc2nccc(C)n2)cc1	-2	95	1	95	101
100	98	-10	98	-10	-11	Fc1ccc(CSc2nnc(-c3cnccn3)n2Cc2ccco2)cc1	1	98	-6	99	103
102	96	-2	100	0	-6	O=C(c1cn(-c2ccccc2)nc1-c1ccc(F)cc1)N1CCCCC1	-3	100	-7	103	106
98	100	-2	96	0	-1	COc1cc(S(=O)(=O)NCc2ccncc2)c(OC)cc1Cl	1	97	-5	97	98
96	96	-7	95	-2	-1	CCCCNC(=O)Cc1ccc(Br)cc1	-1	97	-2	98	100
97	96	0	97	1	-3	COc1cc(/C=N/NC(=O)C2COc3ccccc3O2)cc(OC)c1OC (stereo not given)	-2	96	-4	99	99
102	103	-9	97	-10	-4	Cc1ccc(C(=O)NCc2ccc3c(c2)OCO3)cc1S(=O)(=O)N1CCCCC1	0	99	-6	98	98
99	103	-5	95	-3	-3	Cc1cccc(C(=O)NCc2nnc(SCc3ccc(F)cc3)n2C)c1	-4	97	-4	95	98
98	100	-2	98	-2	-8	Cc1cccc(C)c1NC(=S)N=Nc1c(O)n(C)c2ccc(S(=O)(=O)N3CCOCC3)cc12	-7	100	-12	96	107
97	97	-4	95	-3	-2	O=C(NNc1cc(Cl)ccc1Cl)c1cccnc1Cl	-4	95	-11	97	101

Following part
HRas wt GTP bind	Rab7 wt modul	Bfl-1 Bim block	Rac1 act GTP bind	Bcl-2 Bim block	Bcl-XL Bim block	canonical_smiles	Bim-Bcl-W	Rab2A wt mod	Bcl-B Bim block	Cdc42 wt	Rac1 wt GTP bind
98	97	4	100	8	15	CCc1ccc(C2=NN(c3ccc(S(N)(=O)=O)cc3)C(c3ccc(F)cc3)C2)cc1 (stereo not given)	6	98	2	97	99
93	107	5	92	0	-3	COc1ccc2[nH]c3c(NCCC4=CCCCC4)ncnc3c2c1	-3	96	4	87	90
98	102	-2	94	0	1	CCOC(=O)C1CCN(C(=O)c2cccc(S(=O)(=O)Nc3ccc(C)cc3C)c2)CC1	2	96	-4	96	95
97	97	-1	96	1	3	O=C(Cn1cnc2cc([N+](=O)[O-])ccc2c1=O)Nc1ccc2c(c1)CCC2	6	96	2	98	100
98	98	5	96	-1	1	CCOC(=O)c1cnn(-c2ncnc3sc4c(c23)CCC4)c1N	0	96	0	97	93
97	100	-1	98	1	1	Cn1c(C(=O)OC(C(=O)NC(C)(C)C)c2cccnc2)cc2sccc21 (stereo not given)	2	99	-1	96	97
104	103	0	101	0	3	Cc1nc(SCc2cccc(Oc3ccccc3)c2)n[nH]1	0	105	0	104	103
105	101	-11	101	-5	-5	CCCC1Cc2nc(N3CCCCC3)c(C#N)cc2CO1 (stereo not given)	0	102	-3	106	106
94	103	-2	95	0	-6	CCC(=O)Nc1c2c(nn1-c1cccc(Cl)c1)CSC2	-5	97	-8	101	97

Fetched by compound from the list above:
HRas wt GTP bind	Rab7 wt modul	Bfl-1 Bim block	Rac1 act GTP bind	Bcl-2 Bim block	Bcl-XL Bim block	canonical_smiles	Bim-Bcl-W	Rab2A wt mod	Bcl-B Bim block	Cdc42 wt	Rac1 wt GTP bind
97	97	-1	96	1	3	O=C(Cn1cnc2cc([N+](=O)[O-])ccc2c1=O)Nc1ccc2c(c1)CCC2	6	96	2	98	100
98	102	-2	94	0	1	CCOC(=O)C1CCN(C(=O)c2cccc(S(=O)(=O)Nc3ccc(C)cc3C)c2)CC1	2	96	-4	96	95
94	103	-2	95	0	-6	CCC(=O)Nc1c2c(nn1-c1cccc(Cl)c1)CSC2	-5	97	-8	101	97

High-throughput results (PubChem)
